# FadD28 binding: blocks FadD28 binding to the bisubstrate probe; fluorescence polarization; inhibition, % at 12.5 µM; 360,000 compounds, 0.22% hits; AID 588549; in the data active means inhibition above about 8.5%, passing the limit was not always enough; inconclusive means no clear call, values can overlap the other calls
# Rv3671c inh: inhibits the M. tuberculosis serine protease Rv3671c; P9WHR9; inhibition, % at 5.96 µM; 320,000 compounds, 0.048% hits; AID 2606; in the data active means inhibition above about 38%;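 further: extracellular domain of Rv3671c used as enzyme; 0% = enzyme with DMSO and 100% = no enzyme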
# BioA inh: blocks M. tuberculosis BioA enzyme activity; purified M. tuberculosis BioA enzyme, plate reader; inhibition, % at 9.99 µM; 360,000 compounds, 0.096% hits; in the data active means inhibition above about 40%; inconclusive means no clear call, values can overlap the other calls
# PrPC TRFRET: inhibitors of human cell surface prion protein PrPC | inhibition, % at 13.8 µM | P04156 | AID 720596 | TR-FRET read-out | 370,000 compounds, 0.43% hits; in the data active means inhibition above about 24%; further: 0% = median of the test wells and 100% = reference compound wells
# Mtb FBA inh: inhibits M. tuberculosis FBA enzyme | inhibition, % at 1 µM | P9WQA3 | purified M. tuberculosis FBA, fluorescence read-out | 360,000 compounds, 2.3% hits; in the data active means inhibition above about 27%;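 further: 0% = vehicle and 100% = reference inhibitor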
# Target sequence (P9WQA3 whole entry, looked up): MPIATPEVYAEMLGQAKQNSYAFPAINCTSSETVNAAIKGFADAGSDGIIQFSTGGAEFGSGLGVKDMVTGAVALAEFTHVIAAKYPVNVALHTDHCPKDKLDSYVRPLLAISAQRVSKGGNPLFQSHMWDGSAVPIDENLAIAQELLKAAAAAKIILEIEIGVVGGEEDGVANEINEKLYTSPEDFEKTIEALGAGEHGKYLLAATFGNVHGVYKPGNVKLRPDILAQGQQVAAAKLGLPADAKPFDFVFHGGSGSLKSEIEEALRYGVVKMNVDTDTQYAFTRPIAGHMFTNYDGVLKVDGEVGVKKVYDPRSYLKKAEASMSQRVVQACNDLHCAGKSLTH
# Mtb UGM inh: inhibitors of M. tuberculosis UDP-galactopyranose mutase; inhibition, % at 10 µM; purified UGM, fluorescence polarization probe displacement; 320,000 compounds, 0.06% hits; P9WIQ1; in the data active means inhibition above about 10%, passing the limit was not always enough; inconclusive means no clear call, values can overlap the other calls
# Target sequence (P9WIQ1 whole entry, looked up): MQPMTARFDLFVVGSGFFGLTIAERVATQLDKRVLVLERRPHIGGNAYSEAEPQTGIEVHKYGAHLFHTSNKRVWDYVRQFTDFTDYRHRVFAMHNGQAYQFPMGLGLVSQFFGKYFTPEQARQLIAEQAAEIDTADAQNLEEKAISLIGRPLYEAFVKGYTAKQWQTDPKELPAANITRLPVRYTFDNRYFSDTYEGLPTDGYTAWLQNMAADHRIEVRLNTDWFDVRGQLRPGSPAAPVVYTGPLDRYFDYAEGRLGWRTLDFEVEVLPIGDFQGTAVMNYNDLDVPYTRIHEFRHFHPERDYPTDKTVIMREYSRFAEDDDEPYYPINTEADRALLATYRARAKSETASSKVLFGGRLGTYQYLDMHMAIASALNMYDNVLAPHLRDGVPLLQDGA
# BoNT-F LC inh: inhibitors of Botulinum neurotoxin F light chain protease | Multiplex microsphere protease cleavage assay, flow cytometry | 360,000 compounds, 0.22% hits | inhibition, % at 10 µM | AID 588497; in the data active means inhibition above about 35%, passing the limit was not always enough; inconclusive means no clear call, values can overlap the other calls; further: plate controls were buffer without enzyme for full effect and enzyme alone for no effect
# GDH-TPI counter: counter-screen for M. tuberculosis FBA inhibitors: GDH-TPI coupled enzymes; GDH-TPI coupled enzyme counterscreen, NADH absorbance; inhibition, % at 4.8 µM; 360,000 compounds, 1.2% hits; in the data active means inhibition above about 30%;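 further: 0% = DMSO wells and 100% = wells lacking the enzyme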
# MazEF act: MazEF (E. coli) toxin RNase activation; activation, % at 20 µM; 350,000 compounds, 0.32% hits; FAM/BHQ RNA-DNA oligo cleavage fluorescence, 5 h; P0AE70; in the data active means activation above about 50%
# Target sequence (P0AE70 whole entry, looked up): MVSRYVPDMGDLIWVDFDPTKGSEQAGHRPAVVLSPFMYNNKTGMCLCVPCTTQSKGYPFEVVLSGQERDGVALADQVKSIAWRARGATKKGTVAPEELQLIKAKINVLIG
# Active calls of the source: *; ? = inconclusive; / = not tested or not shown. Rows were taken by chance; overall some 4.8% were active at least once.
nr	smiles	MazEF act	Rv3671c inh	FadD28 binding	BioA inh	Mtb UGM inh
1	CCN(CC(=O)Nc1c(F)cccc1F)C(=O)C1CCN(S(=O)(=O)c2ccc(F)cc2)CC1	5	5	-2.7	-0.5	-0.2
2	C/C(=N\NC(=O)Cc1ccc(Cl)cc1)c1cccnc1	-2	/	-1.5	3.5	-2.6
3	Cc1ccc(C(=O)CSC2=C(C#N)C(c3ccco3)C3=C(CC(C)(C)CC3=O)N2)cc1 (stereo unspecified)	-18	3	0.0	-3.0	0.7
4	O=C1CC(N2CCN(S(=O)(=O)c3ccccc3F)CC2)C(=O)N1c1ccccc1F (stereo unspecified)	4	/	0.5	-0.1	/
5	Cc1cc(C(=O)NCc2cccnc2)no1	-1	2	-1.2	-0.8	1.4
6	CCC(C)N1CNc2c(c(=O)[nH]c(=S)n2-c2cccc(C)c2)C1 (stereo unspecified)	4	14	-2.0	/	-1.6
7	CCn1c(C)c(Br)c(=O)c(C(=O)OC)c1-c1ccc(Cl)cc1	1	-2	0.1	7.9	4.4
8	CC(C)CN(CC(C)C)S(=O)(=O)N1CCC(C(=O)NCc2ccc3c(c2)OCO3)CC1	4	-2	-1.4	/	6.6
9	CCc1nc2c(OCc3ccccc3)cccn2c1N(C)C(=O)c1ccco1	/	/	-1.7	5.1	/
10	COc1ccc(-c2n[nH]c(=S)n2/N=C/C=C/c2ccccc2OC)cc1	-2	9	-3.3	-0.7	-1.0
11	COCCCNC(=O)[C@@H](Cc1ccccc1)NC(=O)CC[C@H]1O[C@@H](n2ccc(=O)[nH]c2=O)[C@H](O)[C@@H]1O	/	/	-1.5	-0.3	/
12	COC(=O)Cn1c(=O)sc2ccccc21	9	4	-1.7	/	-1.3
13	COc1ccc(CCNC(=O)CN2C(=O)COc3ccc(S(=O)(=O)N4CCOCC4)cc32)cc1OC	11	-2	-4.4	2.0	-1.5
14	COc1ccc(S(=O)(=O)NCc2ccc(C(=O)N3CCN(Cc4ccccc4)CC3)cc2)cc1	4	-4	0.1	0.0	0.8
15	C=CCn1nc(C(=O)N2CCOCC2)cc1-c1sc(NC(=O)c2ccccc2)nc1C	5	/	-3.2	/	/

nr	Mtb FBA inh	GDH-TPI counter	BoNT-F LC inh	PrPC TRFRET
1	-3	2	-12	5
2	1	4	-1	2
3	3	17	-42	-15
4	3	2	-10	8
5	3	-3	2	-1
6	0	12	-4	2
7	3	6	5	-1
8	-1	8	-3	5
9	-1	6	-6	16
10	-2	27	-2	5
11	-1	/	2	-6
12	2	-5	-2	4
13	-1	-7	5	8
14	2	9	-4	-11
15	-3	7	-4	1

# Two entries from above, with two lines to a compound.
# Sequence of screens – MazEF act | Rv3671c inh | FadD28 binding | BioA inh | Mtb UGM inh | Mtb FBA inh | GDH-TPI counter | BoNT-F LC inh | PrPC TRFRET
14. COc1ccc(S(=O)(=O)NCc2ccc(C(=O)N3CCN(Cc4ccccc4)CC3)cc2)cc1
  4 | -4 | 0.1 | 0.0 | 0.8 | 2 | 9 | -4 | -11
15. C=CCn1nc(C(=O)N2CCOCC2)cc1-c1sc(NC(=O)c2ccccc2)nc1C
  5 | / | -3.2 | / | / | -3 | 7 | -4 | 1

# (continued)
nr	smiles	MazEF act	Rv3671c inh	FadD28 binding	BioA inh	Mtb UGM inh
16	O=C(COc1ccc(Br)cc1)NCC1COc2ccccc2O1 (stereo unspecified)	0	-1	-4.0	0.9	0.1
17	C[C@H](NC(=O)OCc1ccccc1)C(=O)NNC(=O)[C@H](C)NC(=O)OCc1ccccc1	4	-3	-2.5	-0.2	1.0
18	O=C(COC(=O)c1ccccc1-n1cnnn1)c1ccc(F)c(F)c1	1	-3	-1.3	-0.5	-0.6
19	C=CCN(CC(=O)Nc1cccnc1)S(=O)(=O)c1ccc(Cl)cc1	0	-1	-3.0	/	3.8
20	CCCN(CCC)S(=O)(=O)c1ccc(C(=O)Nc2nnc(-c3cc(OC)cc(OC)c3)o2)cc1	-1	-2	-3.7	-0.4	-1.1
21	O=C(CCN1CCN(c2ccccc2)CC1)NNC(=O)Cc1ccccc1Cl	9	-1	-2.2	-2.4	/
22	COC(=O)c1sc(=S)n(-c2ccc(Cl)cc2)c1C	0	-10	-0.9	/	-3.6
23	CC(C)CNC(=O)C(=O)NCC1OCCN1S(=O)(=O)c1cccs1 (stereo unspecified)	2	-1	-1.4	-1.2	0.6
24	COc1ccc(C)cc1N1CC(C(=O)Nc2ccccc2N2CCCCC2)CC1=O (stereo unspecified)	2	-7	-0.3	-7.2	-1.4
25	Cc1cc(C)n(CCC(=O)N/N=C/c2c(O)ccc3ccccc23)n1	-17	20	-0.8	/	-1.4
26	CCN(CC)S(=O)(=O)c1ccc(N=Nc2cc(C)cc(Br)c2O)cc1	-1	4	-0.3	0.9	-2.0
27	COc1ccc([N+](=O)[O-])cc1N(CC(O)Cn1nnc2ccccc21)S(=O)(=O)c1ccc(C)cc1 (stereo unspecified)	0	1	-4.0	-1.6	-1.4
28	O=C(CNC(=O)C1COc2ccccc2O1)N/N=C\c1ccc(Cl)cc1 (stereo unspecified)	20	8	-2.5	2.0	-1.1
29	COc1ccc(/C=N/Nc2nnc(C)n2N)cc1OC(C)=O	13	-84	/	-0.4	0.2
30	CC1(C(=O)NS(=O)(=O)c2ccc(C#N)cc2)CCN1C(=O)Cc1ccccc1Cl (stereo unspecified)	/	/	-3.5	-0.3	/

nr	Mtb FBA inh	GDH-TPI counter	BoNT-F LC inh	PrPC TRFRET
16	0	-1	6	-9
17	-4	6	-6	-3
18	0	1	0	-7
19	1	0	-10	-9
20	-2	-2	-16	/
21	-4	-4	-1	-10
22	1	8	-3	-3
23	3	5	2	-2
24	5	2	-1	2
25	6	23	-12	-3
26	-2	9	?	-1
27	-3	8	-6	-17
28	0	17	/	6
29	-3	1	?	-4
30	5	-9	0	2

# Along the list, as entered above.
# BoNT-F LC inh, nos. 19 to 23, in order: -10, -16, -1, -3, 2
# PrPC TRFRET, nos. 19 to 23, in order: -9, /, -10, -3, -2
# GDH-TPI counter, nos. 19 to 23, in order: 0, -2, -4, 8, 5

# Remaining list, next part.
nr	smiles	MazEF act	Rv3671c inh	FadD28 binding	BioA inh	Mtb UGM inh
31	O=C(CCc1c[nH]c2ccccc12)N1CCN(S(=O)(=O)c2ccccc2)CC1	2	5	0.7	/	2.7
32	C/C=C/C(=O)Nc1ccc(N2CCN(c3ccc(C(F)(F)F)cn3)CC2)nc1	0	4	-0.2	/	5.0
33	O=C(CCN1C(=O)/C(=C/c2ccc(F)cc2)SC1=S)NC1CCS(=O)(=O)C1 (stereo unspecified)	7	1	-1.1	-1.8	-0.7
34	CC(C)N(Cc1ccccc1)S(=O)(=O)c1ccc2c(c1)NC(=O)CO2	8	-2	-7.4	0.6	-1.1
35	O=C(O)CCc1nc2ccccc2c(=O)[nH]1	6	6	-1.5	2.4	0.8
36	C=CCn1c(=S)[nH]c2cc(-c3ccccc3)sc2c1=O	-6	-3	-4.1	-0.4	-3.5
37	COc1nc(OC)nc(N2CCC(NC(=O)C(Cc3cccc(OC)c3OC)NC(C)=O)CC2)n1 (stereo unspecified)	-20	4	-0.2	-0.8	0.3
38	O=C1c2ccccc2C(=O)N1CCCOc1ccccc1	2	-4	-1.3	0.3	-2.3
39	COc1ccc2nc(N=Nc3ccc(O)c4ccccc34)sc2c1	4	16	-2.0	/	-2.7
40	COC(=O)c1ccccc1OCCCOc1ccc(C=O)cc1OC	-2	-2	-1.1	23	0.2
41	Cc1nn2c(-c3ccco3)nnc2c2ccccc12	6	10	-1.5	-3.4	-1.9
42	CCC(=NCCOc1ccc(Cl)cc1)c1c(O)n(C)c(=O)n(C)c1=O	3	11	-1.1	2.5	-0.9
43	Cc1nc(SCC(=O)Nc2ccccc2)c2oc3ccccc3c2n1	-3	12	-4.1	-1.6	-0.4
44	COc1ccc(O)c(/C=N/Nc2nc3ccccc3[nH]2)c1	-3	-1	-2.3	/	2.7
45	O=C(c1ccc2c(c1)N(Cc1ccccc1F)C(=O)c1ccccc1S2)N1CCOCC1	9	-5	/	/	0.7

nr	Mtb FBA inh	GDH-TPI counter	BoNT-F LC inh	PrPC TRFRET
31	3	-10	-3	-4
32	3	15	-5	4
33	-4	20	-5	5
34	1	-2	-2	10
35	4	14	-5	4
36	1	-8	3	-2
37	2	11	-8	-1
38	7	2	-26	-8
39	0	6	-14	5
40	1	9	-14	2
41	1	3	6	1
42	-8	17	-7	10
43	-3	-2	3	-1
44	0	4	4	-5
45	/	/	/	2

# The list continues.
nr	smiles	MazEF act	Rv3671c inh	FadD28 binding	BioA inh	Mtb UGM inh
46	O=C(Nc1ccccc1C(=O)N/N=C/c1ccco1)c1ccc(Cl)cc1	6	-5	-0.5	/	2.4
47	CC(NC(=O)C1CCC1)c1ccccc1 (stereo unspecified)	6	-2	0.1	-1.3	-1.9
48	COc1ccc(N2C(=O)CC(N3CCN(c4ccccc4F)CC3)C2=O)cc1 (stereo unspecified)	5	-6	-2.3	1.3	0.4
49	COC(=O)c1cnc(NC(=O)C2(C)CCN2C(=O)C(C)C)s1 (stereo unspecified)	/	/	-1.4	0.8	/
50	Cc1ccc(N2C(=O)NC(=O)C3(Cc4ccccc4N4CCN(c5ccccc5)CC43)C2=O)cc1 (stereo unspecified)	-13	-7	1.5	-0.6	0.6
51	CCOC(=O)c1ccc(NC(=O)C(=O)NCc2ccncc2)cc1	-5	-16	-1.7	-0.3	-0.2
52	Cc1ccc2c(c1)C(=O)C(=O)N2Cc1ccc(C(F)(F)F)cc1	6	1	-0.7	-2.8	-1.8
53	COc1cc(OC)cc(-c2c(-c3cccs3)c3cc(-c4ccc5[nH]ccc5c4)ccc3n2C)c1	-17	6	-3.4	-1.1	-2.1
54	O=C1C(=O)N(C2CCCC2)C(=O)N1Cc1c(F)cccc1Cl	-9	4	-3.7	/	-0.6
55	CCOC(=O)C1CCN(C(=O)COC(=O)c2cccc(F)c2)CC1	0	-14	-2.7	/	-0.5
56	COc1ccc2c3n(nc2c1)CCN=C3c1ccc(C)cc1	3	-6	0.3	3.2	3.9
57	COc1ccccc1N1CC(C)(C)C(=O)N(C(=O)c2c(F)cccc2Cl)C1=S	1	-2	-8.2	0.4	-2.5
58	Cc1cc2oc(=O)cc(C)c2cc1NC(=O)CCl	-9	-2	-1.3	0.2	2.2
59	ON=C1c2ccccc2-c2cc(Br)ccc21	-5	/	-0.5	/	/
60	CCn1c(C)c(C(C)=O)c(N2CCCCC2)nc1=S	10	2	-2.2	-1.9	0.6

nr	Mtb FBA inh	GDH-TPI counter	BoNT-F LC inh	PrPC TRFRET
46	0	12	-7	0
47	-4	16	-6	2
48	2	-7	-8	5
49	-3	13	2	5
50	4	6	9	0
51	3	5	10	9
52	4	14	3	-1
53	35*	19	-4	-1
54	0	2	-7	3
55	-3	-4	3	-2
56	1	2	2	-20
57	-2	-1	-10	2
58	8	-4	/	-4
59	4	3	-4	-10
60	1	18	-11	8

# Next records:
nr	smiles	MazEF act	Rv3671c inh	FadD28 binding	BioA inh	Mtb UGM inh
61	C[C@H](OC(=O)N1CCN(C(c2ccccc2)c2ccccc2)CC1)[C@@H]1O[C@@]2(C)CCC[C@H]1O2	-2	4	0.9	0.8	-8.1
62	CCCCNC(=O)c1ccc(CS(=O)(=O)c2cccc(C(F)(F)F)c2)o1	-2	5	-0.4	2.1	-1.0
63	COc1ccc(CNC(=O)CN2C(=O)CSc3ccc(S(=O)(=O)N4CCOCC4)cc32)c(OC)c1	4	1	0.1	1.0	0.0
64	COC(=O)c1cnn(-c2cc(Oc3cccc(C)c3)ncn2)c1N	4	-4	-4.4	-2.8	-2.2
65	O=C(NCCc1ccccc1)c1cc(-c2ccncc2)nc2ccc(S(=O)(=O)N3CCOCC3)cc12	13	-1	-3.7	-2.1	1.9

nr	Mtb FBA inh	GDH-TPI counter	BoNT-F LC inh	PrPC TRFRET
61	-2	1	-10	10
62	3	23	1	0
63	0	8	5	7
64	-1	-8	-2	-4
65	2	12	-1	-3

# Complete entries from above.
# Entry for COC(=O)c1cnn(-c2cc(Oc3cccc(C)c3)ncn2)c1N → MazEF act = 4; Rv3671c inh = -4; FadD28 binding = -4.4; BioA inh = -2.8; Mtb UGM inh = -2.2; Mtb FBA inh = -1; GDH-TPI counter = -8; BoNT-F LC inh = -2; PrPC TRFRET = -4
# Entry for O=C(NCCc1ccccc1)c1cc(-c2ccncc2)nc2ccc(S(=O)(=O)N3CCOCC3)cc12 → MazEF act = 13; Rv3671c inh = -1; FadD28 binding = -3.7; BioA inh = -2.1; Mtb UGM inh = 1.9; Mtb FBA inh = 2; GDH-TPI counter = 12; BoNT-F LC inh = -1; PrPC TRFRET = -3
